# Compound activity as filed in PubChem BioAssay.
# RPL19A-GFP yeast: modulators of TOR pathway RPL19A-GFP in S. cerevisiae; percent response vs DMSO, % at 10 µM; 330,000 compounds, 0.3% hits; S. cerevisiae RPL19A-GFP strain, flow cytometry, 3 h; stronger effect = lower value;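 active = percent response vs DMSO below 50%; inconclusive = fewer than 70 events counted for the yeast strain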;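 also: median channel GFP fluorescence of the barcoded RPL19A-GFP strain; ratio of sample median GFP to plate DMSO average so 100% = DMSO; lower means less RPL19A-GFP as with rapamycin TOR inhibition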
# EBNA-1 inh: blocks EBNA-1 binding to DNA. EBNA-1 DNA binding, fluorescence polarization. inhibition, % at 14.8 µM. 300,000 compounds, 0.34% hits. AID 1950; in the data active = inhibition above about 28%
# ZTA counter: blocks Epstein-Barr virus ZTA, an EBNA-1 counter-screen; inhibition, % at 11 µM; 320,000 compounds, 0.15% hits; ZTA-DNA binding, fluorescence polarization; AID 2234; P03206; in the data active = inhibition above about 33%
# MEP2 TOR yeast: modulators of TOR pathway MEP2-GFP in S. cerevisiae | S. cerevisiae MEP2-GFP strain, flow cytometry GFP, 3 h; 100% = DMSO control level | GFP response vs DMSO, % at 10 µM | 330,000 compounds, 0.51% hits;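 active = GFP response versus DMSO above a set limit, roughly screen mean plus 3 SD, cut at about 180% in these data; inconclusive = fewer than 70 cells counted for a yeast strain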;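 also: median GFP fluorescence of the barcode-gated MEP2-GFP cells per well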
# AHR act: activates the human aryl hydrocarbon receptor; AHR-responsive luciferase reporter cells, luminescence; 320,000 compounds, 2.5% hits; activation, % at 5 µM; AID 2796; P35869; in the data active = activation above about 47%;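 also: 0% = vehicle wells and 100% = reference agonist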
# procasp7 counter: counter-screen: procaspase-7 (human) activation | activation, % at 8.5 µM | recombinant procaspase-7, Ac-DEVD-pNA absorbance 405 nm; D23A/D198A/D206A triple mutant, cannot self-cleave; scale: DMSO 0, 5 µM enzyme 100 | P55210 | 330,000 compounds, 0.093% hits;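 active = percent activation above the screen-wide mean plus 3 SD, cut at about 25% in these data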
#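 System: Uncleavable procaspase-7 mutant enzyme; Amount: 2 µM procaspase-7 mutant as dispensed; Schedule: 1 h compound preincubation, 2 h substrate cleavage, 25 °C; Measured by: 405 nm absorbance of p-nitroaniline; Evaluation: percent activation from buffer-corrected 0–120 min absorbance change; Control set: low DMSO alone, high DMSO plus 5 µM PC-7.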
# LAP4-GFP MLPCN: modulators of TOR pathway LAP4-GFP in S. cerevisiae | AID 2023 | GFP response vs DMSO, % at 10 µM | 320,000 compounds, 0.34% hits | S. cerevisiae LAP4-GFP multiplex, flow cytometry GFP, 3 h; median GFP as percent of DMSO wells;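 active = GFP response vs DMSO above a set limit, about the screen mean plus 3 SD, cut at about 150% in these data; inconclusive = under 70 cell events counted for the yeast strain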
# proCasp3 act: procaspase-3 (human) activation; P42574; recombinant procaspase-3 D3A, Ac-DEVD-pNA absorbance 405 nm; activation, % at 8.5 µM; 330,000 compounds, 0.11% hits;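 active = activation above the mean of all tested compounds plus 3 SD, cut at about 21% in these data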;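 also: 0% = DMSO alone and 100% = DMSO wells spiked with extra 5 µM PC-3 D3A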
#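 Technique: 405 nm absorbance of p-nitroaniline, reads at 0 and 120 min; Test system: Procaspase-3 D3A mutant; Incubation: 1 h enzyme-compound preincubation, then 2 h substrate reaction, 25 °C; Repeats: singlicate, each compound tested once; Benchmarks: low control DMSO wells, high control DMSO plus 5 µM PC-3 D3A.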
# The depositor's hits bear a star; ? = inconclusive; · = not tested or not shown; [ ] = remark or other dose.
canonical_smiles,RPL19A-GFP yeast,EBNA-1 inh,ZTA counter,MEP2 TOR yeast,AHR act,procasp7 counter,LAP4-GFP MLPCN,proCasp3 act
Cc1ccc(OCc2nnc(SCC(=O)O)n2N)cc1,96,8,-19,93,0,-7,96,3
CCN(CC)CCOCCOC(=O)C1(c2ccccc2)CCCC1,97,7,5,94,-2,9,103,6
CCCCC(=O)NCCNc1nc2c(c(=O)n(C)c(=O)n2C)n1Cc1ccc(F)cc1,101,6,1,102,-1,3,110,11
CC1CCN(c2ccccc2NC(=S)NC(=O)c2ccco2)CC1,90,-20,-1,83,1,-6,70,-1
Cc1ccc(NC(=O)c2ccc(CSc3nnnn3C)cc2)cc1,90,7,-9,100,-1,4,97,-4
CCOC(=O)C1=CC[C@H]2c3c(c4ccccc4n3C)C(=O)C1N2C,102,·,-3,89,0,-10,104,7
O=C(COc1ccc2c(-c3ccccc3)cc(=O)oc2c1)N[C@H](Cc1c[nH]c2ccccc12)C(=O)O,102,-4,-2,112,14,0,105,8
O=C(c1ccc(Cl)cc1)c1cnc(-c2ccc(Cl)cc2)s1,89,-1,6,97,-2,-12,94,-1
CCOC(=O)N1CCN(C(=O)CSCC(=O)Nc2nc(-c3ccc(C)cc3)cs2)CC1,97,7,3,90,5,-6,103,3
CC1CCCC(C)N1C(=O)CN1C(=O)c2ccccc2S1(=O)=O (stereo not given),102,·,0,105,-2,3,101,-2
Cc1cc(C)cc(NC(=O)C(Sc2nnc(C)c(=O)[nH]2)c2ccccc2)c1 (stereo not given),100,15,-7,105,1,-6,95,2
CC(c1ccccc1)N1C(=O)c2ccccc2C1(O)Cc1ccccc1 (stereo not given),104,9,14,101,0,13,101,-13
CCOC12CC(C)(C)CC(C)(CC3=C1C(=O)CC(C)(C)C3)C2 (stereo not given),102,-1,16,94,3,5,92,9
COc1cc([N+](=O)[O-])cc2sc(NC(C)=O)nc12,103,-7,-12,105,8,0,97,-6
N#Cc1cc2c(=O)n3ccccc3nc2n(Cc2cccnc2)c1=O,41*[may fluoresce violet],3,-9,188*[may fluoresce violet],1,-4,81[may fluoresce violet],-10
Oc1c(Br)cc(Cl)cc1C=Nc1ccc(N2CCOCC2)cc1,99,2,12,102,3,-10,121,5
O=C(NC1CCCCC1)C(c1ccccc1)N(Cc1cccnc1)C(=O)c1csnn1 (stereo not given),97,1,-24,94,1,-17,80,-6
O=C(O)c1cc2nc(-c3ccccc3)cc(-c3ccccc3)n2n1,101,-18,4,106,1,1,107,-3
COc1ccc(NC(=O)C(C)N=C2NS(=O)(=O)c3ccccc32)cc1S(N)(=O)=O (stereo not given),104,·,-6,104,1,5,105,8
Cc1cc(NC2CCCC2)n2ncc(-c3ccccc3)c2n1,100,5,-8,101,6,-4,95,-2
O=C(COc1ccccc1)Nc1ccc2c(c1)nc1n2CCOC1,102,-11,5,99,-1,3,96,3
COc1cc(C(=O)Nc2ccc(S(=O)(=O)Nc3cc(C)nc(C)n3)cc2)cc(OC)c1OC,97,2,-4,98,-2,-5,91,0
COc1ccc(Cl)cc1S(=O)(=O)N1CCCC(C(=O)N2CCOCC2)C1 (stereo not given),97,-15,-9,98,-1,3,92,4
CN1CCN(C(=O)c2cccn(Cc3cccc(Cl)c3)c2=O)CC1,99,2,-13,98,3,-12,95,3
Cc1ccc(C(c2cc(Cl)c3cccnc3c2O)N2CCN(C)CC2)cc1 (stereo not given),75,-9,-5,100,10,-11,227*,-7
COC(=O)c1cccc(OCC(O)Cn2ccnc2)c1 (stereo not given),101,-1,-28,104,8,16,97,-4
Cc1ccc(OC2CCN(C(=O)C3CCC(=O)N(C4CC4)C3)CC2)cc1 (stereo not given),93,-10,-16,77,3,3,79,-5
COc1ccc(-c2c(C)nn(-c3ccccc3)c2NC(C)=O)cc1OC,109,-3,-7,107,-6,-9,98,-1
Cc1ccc(-n2[nH]c(C)c(C=Nc3cc(C)ccn3)c2=O)cc1,99,-7,-18,108,39,-6,105,2
Cc1csc2c(=O)n(CCO)c(=O)[nH]c12,95,1,-6,95,-1,11,109,-2
COc1ccc(CN(Cc2ccc(C(=O)O)cc2)C(=S)Nc2ccccc2F)cc1OC,94,-10,-8,106,-1,4,109,-3
COC(=O)c1c(C(=O)OC)c(-c2ccc(Cl)cc2)n2c1CS(=O)(=O)C2,97,-7,6,100,3,-7,98,-6
N#Cc1nc(Nc2cccc(Cl)c2)c2ncn(C3CCCC3)c2n1,96,·,0,97,23,6,99,-2
Cc1ccc(C(=O)N2c3ccccc3CC2C)o1 (stereo not given),102,1,4,102,4,15,110,4
Cc1ccc(N(C)C2=NC(=O)CS2)cc1Cl,104,-7,7,110,1,-4,103,-1
CC1Cc2ccccc2N1S(=O)(=O)c1cccc(C(=O)NCc2ccncc2)c1 (stereo not given),?,·,-5,?,10,-7,?,5
S=c1[nH]ccn1-c1ccccc1Cl,99,-3,-7,107,1,-6,113,-8
CC(C)CNC(=O)/C=C/c1cccs1,101,11,3,110,4,1,99,2
COc1ccc(-c2csc(N3CCN(C(=O)c4ccco4)CC3)n2)cc1,97,-4,3,109,22,7,99,14
CC(C)Cc1nnc(NC(=O)CCNC(=O)c2ccco2)s1,101,-10,-19,110,0,-11,99,0
CN1C(=O)N(C)C2(c3ccccc3)Nn3c(s/c(=C/c4ccccc4F)c3=O)=NC12c1ccccc1 (stereo not given),87,4,15,90,0,-10,88,10
CC1(c2ccc3ccccc3c2)NC(=O)N(CC(=O)NCC(C)(C)N2CCOCC2)C1=O (stereo not given),98,-6,13,95,-1,0,90,-5
Cc1cc(C(=O)NCCCn2ccnc2)cs1,98,5,1,99,10,0,100,-3
CN(C)CCN1C(=O)C(O)=C(C(=O)c2cc3ccccc3o2)C1c1ccccn1 (stereo not given),104,8,3,106,13,-72,113,-36
Cc1c(NC(=O)CN2CCN(c3cccc(Cl)c3)CC2)c(=O)n(-c2ccccc2)n1C,99,-9,1,108,0,2,96,8
COc1ccc(N2CCN(C(=O)c3cn(C)c4ccc(S(=O)(=O)N5CCOCC5)cc4c3=O)CC2)cc1,103,-10,7,104,2,9,96,10
O=C(CC(c1ccccc1)c1cc(Cl)ccc1O)N1CCOCC1 (stereo not given),105,1,8,107,-3,-11,98,1
O=C(N[C@@H](Cc1ccc(O)cc1)C(=O)O)c1ccncc1,108,5,-5,105,1,2,101,2

# One compound at a time, from the list above.
# O=C(O)c1cc2nc(-c3ccccc3)cc(-c3ccccc3)n2n1 as listed: RPL19A-GFP yeast = 101; EBNA-1 inh = -18; ZTA counter = 4; MEP2 TOR yeast = 106; AHR act = 1; procasp7 counter = 1; LAP4-GFP MLPCN = 107; proCasp3 act = -3
# O=C(CC(c1ccccc1)c1cc(Cl)ccc1O)N1CCOCC1 (stereo not given) as listed: RPL19A-GFP yeast = 105; EBNA-1 inh = 1; ZTA counter = 8; MEP2 TOR yeast = 107; AHR act = -3; procasp7 counter = -11; LAP4-GFP MLPCN = 98; proCasp3 act = 1

# Next results follow.
canonical_smiles,RPL19A-GFP yeast,EBNA-1 inh,ZTA counter,MEP2 TOR yeast,AHR act,procasp7 counter,LAP4-GFP MLPCN,proCasp3 act
COc1ccc2c(C)nc(N/C(N)=N/S(=O)(=O)c3ccc(C)cc3)nc2c1,94,5,0,100,-3,0,100,8
CCCc1cc(=O)oc2c(CN3CCN(C)CC3)c(O)c(Cl)cc12,98,3,-1,102,1,0,97,-2
CCC(C)Nc1nc(Cl)nc(NCCOc2ccccc2)n1 (stereo not given),103,0,-18,111,2,8,104,0
CC(C(=O)NC1CCCC1)N(Cc1ccco1)C(=O)c1snc(C(=O)NC2CCCC2)c1N (stereo not given),93,0,0,95,1,0,94,-6
O=C(NC1CCCCC1)C(c1cccs1)N(C(=O)c1ccccn1)c1ccccc1 (stereo not given),103,-3,-5,103,0,-4,100,1
COc1ccccc1NC(=O)C1=C(C)Nc2nc3ccccc3n2C1c1cccs1 (stereo not given),101,-11,-2,100,5,9,104,-17
CC(C)CC(=O)NNC(=S)NCc1ccco1,102,-1,-9,104,-1,8,95,7
CCOC(=O)C1CCCN(Cc2ccc(OC)c(OCc3ccccc3)c2)C1 (stereo not given),104,7,2,108,0,9,95,0
O=C(CCC(=O)N(CC(=O)NC1CCCCC1)c1ccc(F)cc1)Nc1nccs1,106,2,0,102,-3,8,95,1
COc1ccc(C(=O)/C=C/c2ccc(OC3CSC3)cc2)cc1,102,0,-7,102,-2,0,99,-1
CCN1CCN(c2ccc(NC(=O)c3ccco3)cc2)CC1,97,2,-7,105,7,3,80,-2
CC(C)CCN(C(=O)c1csnn1)C(C(=O)NC1CCCCC1)c1ccc(F)cc1 (stereo not given),99,0,7,95,1,-8,92,12
COc1ccccc1CN1C(=O)[C@@H]2C(CCC(N)=O)NC3(C(=O)Nc4c3ccc(Cl)c4C)[C@@H]2C1=O (stereo not given in full),94,-2,-11,99,19,-7,103,-4
CC1=CCC(C(=O)O)(C(=O)N/N=C/c2cccs2)C(c2ccc(Cl)cc2)C1 (stereo not given),100,2,17,105,-1,4,94,-1
Cc1cccc(C)c1NC(=O)CSc1nnc(-c2ccco2)n1N,94,-23,-11,87,3,12,84,10
CCOc1cc(N2CCOCC2)c(OCC)cc1NC(=O)c1ccc(OCc2c(C)noc2C)c(OC)c1,100,-4,0,99,-1,4,97,1
Cc1cc(C(=O)COC(=O)C2=NN(c3ccccc3)C(=O)CC2)c(C)n1CC(F)(F)F,102,5,19,100,4,5,96,3
CCc1ccc(C(=O)CN2C(=O)NC3(CCc4ccccc43)C2=O)cc1 (stereo not given),96,·,-4,94,8,-6,92,3
Cc1c(NC2(c3nnnn3-c3ccc(Br)cc3)CCCCC2)c(=O)n(-c2ccccc2)n1C,99,0,-8,104,13,3,100,1
C/C(=N\NC(=O)c1ccc2c(c1)OCCO2)c1ccccc1,95,2,-1,101,11,1,104,-6
COc1ccc(-c2[nH]ncc2CN2CCN(C(=O)c3cccs3)CC2)c(F)c1,96,1,15,98,0,8,88,3
COc1cc2cc(CN(C(=O)NC3CCCCC3)C3CCCC3)c(=O)[nH]c2cc1OC,111,6,7,114,1,8,110,0
O=C(NCCNC1CCCCC1)c1ccco1,105,-14,2,102,-1,3,100,-9
Cn1cc(/C=N\O)nc2c(=O)n(-c3ccccc3)c(=O)nc1-2,101,-10,0,89,-1,2,106,-3
Cc1ccc(S(=O)(=O)N2CCCC2C(=O)OCc2nc3sc(C)c(C)c3c(=O)[nH]2)cc1 (stereo not given),101,5,-8,97,1,-7,95,0
O=C(Cn1nnc2ccccc2c1=O)N1CCCc2ccccc21,99,10,0,101,7,-7,92,7
COC(=O)c1c(-c2ccsc2)sc2ccc(-c3cc(OC)c(OC)c(OC)c3)cc12,99,·,·,107,28,-2,111,2
COc1ccc(S(=O)(=O)N(C)CC(=O)NCCC2=CCCCC2)cc1C,·,6,8,99,-2,-8,97,5
COc1ccccc1/C=C/C(=O)Nc1cccnc1Cl,99,-3,-4,114,31,6,109,3
